From PubChem BioAssay
phage Ecoli inh: growth loss of phage-infected E. coli, primary screen, RecBCD inhibitor project, absorbance, with phage, HTS; AID 651602, 2012; 360,000 tested, 0.26% active; inhibition, % at 11.9 µM; in the data active = inhibition above about 11%
Mot1-301 SUMO: yeast Mot1-301 growth rescue at high temperature, primary screen, SUMOylation pathway inhibitor project, S. cerevisiae, ATP luminescence, 38.5C | growth rescue, % at 18.8 µM | 320,000 tested, 1% active | S. cerevisiae Mot1-301 growth rescue; percent above DMSO median, 100 means doubled | AID 2716, 2010;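 active = every valid replicate shows activation above 250% relative to neutral control wells; inactive = the rest, any valid replicate at or below 250%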;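 note: OY570 slx delta 5 strain wells were the positive control but not used for scaling; some compounds called inactive have numbers as strong as hits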
HTR5A inv ctr: HTR5A inverse agonists in luminescence cell assay, primary screen, counter-screen for OPRM1-OPRD1 heterodimer inverse agonist project, full-deck HTS; inhibition, % at 9.3 µM; AID 504634, 2011; 340,000 tested, 0.083% active; HTR5A cell line, inverse agonism; in the data active = inhibition mostly above about 23%, no sharp cut-off; inactive = mostly below about 18%;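 note: 0% = cells with DMSO and 100% = no-cell wells with DMSO; some compounds called inactive have numbers as strong as hits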
MOR-DOR ag: agonists of OPRM1-OPRD1 heterodimerization, primary screen, cell-based, luminescence; activation, % at 9.3 µM; 340,000 tested, 0.3% active; cells; Mu-type opioid receptor (Homo sapiens) + Delta-type opioid receptor (Homo sapiens), …; in the data active = activation above about 18%;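 note: 0% = vehicle-treated cells and 100% = reference agonist; values of inactives mirror those of a sister screen read the other way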
Target sequence (P35372 whole entry, looked up): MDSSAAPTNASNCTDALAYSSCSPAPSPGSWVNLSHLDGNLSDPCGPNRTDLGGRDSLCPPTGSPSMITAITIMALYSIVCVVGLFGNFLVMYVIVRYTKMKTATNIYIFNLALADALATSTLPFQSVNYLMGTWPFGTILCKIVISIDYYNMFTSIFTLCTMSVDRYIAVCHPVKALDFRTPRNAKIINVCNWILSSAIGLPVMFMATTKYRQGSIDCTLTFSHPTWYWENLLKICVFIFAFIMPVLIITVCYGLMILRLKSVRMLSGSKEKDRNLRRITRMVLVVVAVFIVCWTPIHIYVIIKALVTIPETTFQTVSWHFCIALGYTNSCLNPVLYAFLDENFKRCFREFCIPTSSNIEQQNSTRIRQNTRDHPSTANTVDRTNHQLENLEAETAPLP
Target sequence (P41143 whole entry, looked up): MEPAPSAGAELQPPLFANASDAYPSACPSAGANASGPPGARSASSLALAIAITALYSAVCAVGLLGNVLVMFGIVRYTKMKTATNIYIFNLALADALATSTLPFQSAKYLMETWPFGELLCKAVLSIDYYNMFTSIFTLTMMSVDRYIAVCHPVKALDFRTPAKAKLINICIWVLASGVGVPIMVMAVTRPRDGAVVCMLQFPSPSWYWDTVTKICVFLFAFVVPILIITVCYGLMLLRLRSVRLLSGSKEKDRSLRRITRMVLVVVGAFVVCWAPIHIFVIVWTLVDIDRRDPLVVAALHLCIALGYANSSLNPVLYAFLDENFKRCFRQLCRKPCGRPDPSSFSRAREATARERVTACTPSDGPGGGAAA
OPRM1-OPRD1 inv: inverse agonists of MOR-DOR heterodimerization, primary screen, cell-based, luminescence | Mu-type opioid receptor (Homo sapiens) + Delta-type opioid receptor (Homo sapiens), … | cell-based MOR-DOR heterodimer luminescence, inverse agonism | inhibition, % at 9.3 µM | 340,000 tested, 0.21% active | AID 504357, 2011; in the data active = inhibition above about 22%, passing the limit was not always enough;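 note: 0% = cells with DMSO and 100% = wells without cells with DMSO; values of inactives mirror those of a sister screen read the other way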
Ecoli viability: E. coli V3065 growth inhibition, primary screen, counter-screen for AddAB inhibitor project, absorbance, OD600 | inhibition, % at 11.9 µM | 18 h | AID 449728, 2010 | 330,000 tested, 0.27% active;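 active = inhibition above the campaign's mean inhibition across all tested compounds plus 3 SD, cut at about 9.9% in these data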;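 note: uninfected addAB+ strain grown without phage in ampicillin broth; 0% = DMSO wells and 100% = ciprofloxacin 0.95 µg/ml wells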
PKA-R1A act: activators of PKA-R1A holoenzyme, primary screen, biochemical, fluorescence polarization, Cy5-IP20, bovine R1A, mouse PKAc; PKA-R1A dissociation; scaled: DMSO 0%, 113 µM cGMP 100%; 340,000 tested, 0.083% active; activation, % at 11.4 µM;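 active = percent activation above the mean of all tested compounds plus 3 SD, cut at about 19% in these data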;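 note: higher means more PKAc released from R1A so a rise in polarization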
AddAB inh: growth inhibition of E. coli expressing H. pylori AddAB, primary screen, AddAB inhibitor project, absorbance | AID 435030, 2010 | inhibition, % at 11.9 µM | 330,000 tested, 0.29% active; in the data active = inhibition above about 12%;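 note: 0% = vehicle wells of infected cells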
HTR5A ag: HTR5A agonists in luminescence cell assay, primary screen, counter-screen for OPRM1-OPRD1 heterodimer agonist project, full-deck HTS | cell-based | activation, % at 9.3 µM | 340,000 tested, 0.61% active | AID 504692, 2011; in the data active = activation mostly above about 9.5%, no sharp cut-off; inactive = mostly below about 7.6%;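 note: 0% = cells with vehicle only and 100% = reference agonist; strong numbers were not always called active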
PfHsp90 set2: growth inhibition of PfHsp90-expressing yeast, primary screen, antimalarial PfHsp90 inhibitor project, S. cerevisiae, BacTiter-Glo luminescence, single point, set 2; BacTiter-Glo ATP, 48 h; yeast lacking PDR1 and PDR3 efflux regulators; inhibition, % at 9.4 µM; 310,000 tested, 0.32% active; AID 504621, 2011;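 active = every replicate shows inhibition above about 80%, whatever the replicate mean, limit read from the data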;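 note: 0% = DMSO neutral controls and 100% = 20 µM radicicol positive controls; yeast relying on Plasmodium falciparum Hsp90 in place of its own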
DSG3 Ab inh: inhibitors of pemphigus antibody binding to DSG3, primary screen, biochemical, bead-based, flow cytometry, scFv-GFP; DSG3-coupled beads, scFv-anti-DSG3-GFP binding; active compounds read low; binding (percent of control), % at 10 µM; Desmoglein-3 (Homo sapiens), P32926; 310,000 tested, 0.48% active;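 active = binding more than 3 SD below its plate's average and above zero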;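 note: hits lower antibody fragment binding to DSG3; some compounds called inactive have numbers as strong as hits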
* marks the source's active call; other numbers are inactive results; nt = not tested or not shown.

| structure | phage Ecoli inh | MOR-DOR ag | DSG3 Ab inh | HTR5A ag | HTR5A inv ctr | PKA-R1A act | OPRM1-OPRD1 inv | PfHsp90 set2 | Mot1-301 SUMO | AddAB inh | Ecoli viability |
| --- | --- | --- | --- | --- | --- | --- | --- | --- | --- | --- | --- |
| CC(=O)Nc1ccc(S(=O)(=O)Nc2cccc(-n3c(C)nc4ccccc4c3=O)c2)cc1 | 4.0 | -0.8 | 100 | 0 | 11 | 2 | 5 | nt | 1 | 0.3 | 0.3 |
| Cc1cccc(/C(N)=N/OC(=O)c2ccc(Br)o2)c1 | 2.5 | 1.3 | 98 | 5 | -17 | 2 | -7 | -13 | -5 | 1.9 | -1.0 |
| COc1cccc(C(=O)NCCS(=O)(=O)NCc2cccnc2)c1 | 3.1 | -0.1 | 99 | -1 | 3 | 3 | 1 | -3 | -5 | 0.9 | -0.4 |
| CC(C)c1nn2c(N)c(/C=C3\C=Nc4ccccc43)c(=O)nc2s1 | 2.4 | nt | 107 | nt | nt | nt | nt | nt | 133 | 1.6 | -1.4 |
| O=C(CCN1C(=O)C2C3CCC(C3)C2C1=O)OCC(=O)c1ccc(Cl)cc1 (stereo not given) | 1.8 | -1.7 | 99 | -3 | -6 | -1 | 12 | 22 | -1 | nt | nt |
| Cc1cnc([N+](=O)[O-])n1CCOC(=O)NC(=O)c1ccccc1Cl | 2.0 | -1.5 | 88 | 2 | -6 | -7 | 7 | -9 | 5 | -0.2 | -0.8 |
| COC(=O)CCCCCCCCCC[N+]1(C)CCCCC1 | 3.4 | -3.3 | 107 | 0 | -1 | 5 | 17 | 1 | -5 | 5.9 | 0.3 |
| CC1(c2ccc3c(c2)OCCO3)NC(=O)N(CC(=O)c2ccc[nH]2)C1=O (stereo not given) | -0.5 | 1.1 | 91 | -1 | 5 | -6 | -6 | -25 | -6 | 1.3 | 0.9 |
| CCC(=O)N1CCc2cc(Br)cc(S(=O)(=O)NCCCN(CC)Cc3ccccc3)c21 | 2.4 | -0.9 | 109 | 2 | -5 | 1 | 5 | -10 | 10 | 2.2 | -1.3 |
| CC(=O)N(C(C)=O)n1c(/C=C/c2ccc([N+](=O)[O-])cc2)nc2ccccc2c1=O | 2.2 | -0.2 | 96 | 4 | -9 | -2 | 1 | -22 | nt | 0.7 | -0.1 |
| COc1ccccc1N1CCN(C2CCCN(C(=O)CCC(=O)N(C)C)C2)CC1 (stereo not given) | 1.5 | -0.7 | 117 | 5 | -20 | 0 | 4 | 17 | -10 | -0.5 | -0.3 |
| CCOC(=O)c1[nH]ncc1CN1CCCC(C(=O)c2ccc(C(C)(C)C)cc2)C1 (stereo not given) | 1.0 | 4.5 | 100 | -2 | 5 | 6 | -23 | 13 | 28 | 1.1 | 0.4 |
| Cc1cc(F)ccc1S(=O)(=O)N1CCCOC1CNC(=O)C(=O)NCCc1ccccc1 (stereo not given) | 2.1 | -1.7 | 110 | -5 | 13 | -4 | 7 | 9 | -3 | 1.4 | -0.9 |
| CC(=O)c1cccc(NC(=O)C(=O)c2cn(CC(=O)N3CCCCC3)c3ccccc23)c1 | 4.3 | -1.7 | 102 | -2 | -7 | 6 | 8 | 5 | 1 | 0.8 | -1.6 |
| CCOc1ccccc1NC(=O)CCS(=O)(=O)c1cccc2nonc12 | 2.7 | -2.7 | nt | 8 | -20 | -5 | 16 | 11 | 30 | 0.6 | 0.2 |
| C/C(=N/NC(=O)CNC(=O)c1cccc(F)c1)c1ccc2c(c1)CCCC2 | 4.7 | -1.0 | 100 | -2 | 6 | 1 | 5 | 14 | 16 | 2.1 | 0.7 |
| C/C(=N\NC(=O)COc1ccc(C(C)(C)C)cc1)c1ccc2c(c1)OCCO2 | 3.5 | 7.2 | 97 | 11 | -30 | 7 | -43 | -9 | -21 | 1.2 | -1.8 |
| CC1(C)CC(=O)c2cc(NC(=O)c3ccccc3)c(=O)oc2C1 | 4.3 | 0.1 | 81 | 3 | 14 | -3 | 0 | -8 | -9 | 4.1 | 0.3 |
| CC(C)CCNC(=O)c1ccc2c(c1)N(Cc1ccccc1)C(=O)CS2=O (stereo not given) | 1.4 | -0.2 | 119 | 3 | -8 | -7 | 1 | 8 | 6 | 4.3 | -0.5 |
| CN(C)S(=O)(=O)c1cccc(NC(=O)CSc2nncn2C)c1 | 2.5 | -1.1 | 100 | 0 | 1 | -4 | 6 | -13 | 164 | 0.2 | 0.5 |
| Clc1cccc(CSc2ccc(-c3cccnc3)nn2)c1 | 4.5 | -0.1 | 100 | 3 | -9 | 6 | 0 | -13 | -9 | -0.4 | 2.3 |
| OCC1(Cc2ccccc2)CCN(Cc2cnc(-c3cccc4ccccc34)nc2)CC1 | 4.0 | -1.1 | 108 | 0 | -35 | 4 | 6 | -13 | 207 | 4.5 | 1.2 |
| Cc1cc(-c2nn(-c3ccccc3F)cc2CN(C)CC(O)CO)c(C)s1 (stereo not given) | 1.5 | 1.4 | 103 | -1 | 4 | -3 | -7 | -12 | -13 | -0.6 | 2.0 |
| COc1ccccc1CCC(=O)NCCCn1ccc2ccccc21 | 1.8 | 1.2 | 102 | -3 | -14 | 10 | -10 | -32 | 233 | 4.4 | 0.6 |
| CC(=O)Nc1cc(C(C)C)c(O)c(C(C)C)c1 | -0.8 | 1.8 | 103 | 2 | -18 | 0 | -11 | 1 | 15 | -2.8 | -1.2 |
| Cc1nc2sc(C(c3cccs3)N3CCC4(CC3)OCCO4)c(O)n2n1 (stereo not given) | 2.5 | -3.1 | 105 | 2 | 6 | 5 | 17 | -1 | -6 | 1.6 | 0.2 |
| COC(=O)c1ccccc1NC(=O)N1CSC[C@H]1C(=O)OC | 1.4 | -4.8 | nt | 6 | -16 | -1 | 20 | -18 | 57 | 0.8 | -2.8 |
| Cc1cccc(NC(=O)C2CCN(S(=O)(=O)c3c(C)c(C)cc(C)c3C)CC2)n1 | 1.1 | 6.3 | 103 | -1 | -22 | -4 | -34 | 8 | 2 | 0.9 | -1.5 |
| Cc1ccc(C(=O)O)cc1-c1ccc(/C=C2\SC(=O)N(CC(=O)Nc3ccc4c(c3)OCO4)C2=O)o1 | 1.6 | -2.5 | nt | 4 | -16 | 1 | 14 | nt | -10 | 2.3 | -0.4 |
| CCC1CCCCN1C(=O)c1c(-c2ccccc2)noc1C (stereo not given) | 2.7 | -1.8 | 100 | 3 | 1 | 8 | 11 | 11 | -11 | 1.3 | 2.2 |
| O=C1N(Cc2cccnc2)C[C@@H]2C[C@@H](c3cccc(OC4CCCC4)c3)N3CCC[C@@]123 | 4.9 | -0.9 | 207 | -3 | 7 | -2 | 5 | 1 | 4 | 1.5 | -1.6 |
| COCCn1c(C)cc(/C=N/NC(=O)c2cccnc2)c1C | 3.5 | -1.0 | 92 | -6 | 14 | 11 | 5 | 23 | 14 | 3.1 | 4.8 |

For convenience, part of the list above:
| structure | phage Ecoli inh | MOR-DOR ag | DSG3 Ab inh | HTR5A ag | HTR5A inv ctr | PKA-R1A act | OPRM1-OPRD1 inv | PfHsp90 set2 | Mot1-301 SUMO | AddAB inh | Ecoli viability |
| --- | --- | --- | --- | --- | --- | --- | --- | --- | --- | --- | --- |
| Cc1cc(-c2nn(-c3ccccc3F)cc2CN(C)CC(O)CO)c(C)s1 (stereo not given) | 1.5 | 1.4 | 103 | -1 | 4 | -3 | -7 | -12 | -13 | -0.6 | 2.0 |
| COc1ccccc1CCC(=O)NCCCn1ccc2ccccc21 | 1.8 | 1.2 | 102 | -3 | -14 | 10 | -10 | -32 | 233 | 4.4 | 0.6 |
| CC(=O)Nc1cc(C(C)C)c(O)c(C(C)C)c1 | -0.8 | 1.8 | 103 | 2 | -18 | 0 | -11 | 1 | 15 | -2.8 | -1.2 |
| Cc1nc2sc(C(c3cccs3)N3CCC4(CC3)OCCO4)c(O)n2n1 (stereo not given) | 2.5 | -3.1 | 105 | 2 | 6 | 5 | 17 | -1 | -6 | 1.6 | 0.2 |
| COC(=O)c1ccccc1NC(=O)N1CSC[C@H]1C(=O)OC | 1.4 | -4.8 | nt | 6 | -16 | -1 | 20 | -18 | 57 | 0.8 | -2.8 |
| Cc1cccc(NC(=O)C2CCN(S(=O)(=O)c3c(C)c(C)cc(C)c3C)CC2)n1 | 1.1 | 6.3 | 103 | -1 | -22 | -4 | -34 | 8 | 2 | 0.9 | -1.5 |
| Cc1ccc(C(=O)O)cc1-c1ccc(/C=C2\SC(=O)N(CC(=O)Nc3ccc4c(c3)OCO4)C2=O)o1 | 1.6 | -2.5 | nt | 4 | -16 | 1 | 14 | nt | -10 | 2.3 | -0.4 |
| CCC1CCCCN1C(=O)c1c(-c2ccccc2)noc1C (stereo not given) | 2.7 | -1.8 | 100 | 3 | 1 | 8 | 11 | 11 | -11 | 1.3 | 2.2 |
| O=C1N(Cc2cccnc2)C[C@@H]2C[C@@H](c3cccc(OC4CCCC4)c3)N3CCC[C@@]123 | 4.9 | -0.9 | 207 | -3 | 7 | -2 | 5 | 1 | 4 | 1.5 | -1.6 |
| COCCn1c(C)cc(/C=N/NC(=O)c2cccnc2)c1C | 3.5 | -1.0 | 92 | -6 | 14 | 11 | 5 | 23 | 14 | 3.1 | 4.8 |

(more compounds)
| structure | phage Ecoli inh | MOR-DOR ag | DSG3 Ab inh | HTR5A ag | HTR5A inv ctr | PKA-R1A act | OPRM1-OPRD1 inv | PfHsp90 set2 | Mot1-301 SUMO | AddAB inh | Ecoli viability |
| --- | --- | --- | --- | --- | --- | --- | --- | --- | --- | --- | --- |
| O=C(NCCc1ccccc1)C(=O)NCCC1CCCCN1S(=O)(=O)c1ccccc1 (stereo not given) | 1.2 | -0.1 | 106 | -1 | 3 | 5 | 0 | -13 | -11 | 1.7 | -0.2 |
| CCCCN1C(=O)C2C(c3ccc(OC)cc3O)NC(CC(C)C)(C(=O)O)C2C1=O (stereo not given) | 2.6 | -0.2 | 106 | -4 | 11 | 6 | 1 | -15 | -7 | 2.5 | 1.8 |
| Cc1cc(C(=O)NNS(=O)(=O)c2cccc(Cl)c2)nn1C(C)(C)C | 0.7 | -1.5 | 111 | 2 | -11 | 2 | 8 | -4 | 10 | 1.1 | 0.5 |
| Oc1ccccc1N1CCN(c2ncnc3scc(-c4ccccc4)c23)CC1 | 0.3 | 7.9 | 98 | 9 | -25 | -3 | -51 | -46 | 97 | 2.5 | -2.3 |
| COc1ccc(C(=O)Nc2cc(C)nn2-c2cccc(F)c2)cc1OC | -1.5 | -2.6 | 97 | 4 | -15 | 5 | 14 | 8 | -17 | 0.7 | -0.7 |
